# Screening results (PubChem)
# OX1R antag = blocks the human orexin 1 receptor; OX1R-expressing cells, FRET antagonist read-out; inhibition, % at 6.6 µM; hit rate 1.8% among 330,000; in the data active = inhibition mostly above about 38%, no sharp cut-off; inactive = mostly below about 40%;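 also: 0% = agonist challenge alone and 100% = reference antagonist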
# Target sequence (O43613 whole entry, looked up): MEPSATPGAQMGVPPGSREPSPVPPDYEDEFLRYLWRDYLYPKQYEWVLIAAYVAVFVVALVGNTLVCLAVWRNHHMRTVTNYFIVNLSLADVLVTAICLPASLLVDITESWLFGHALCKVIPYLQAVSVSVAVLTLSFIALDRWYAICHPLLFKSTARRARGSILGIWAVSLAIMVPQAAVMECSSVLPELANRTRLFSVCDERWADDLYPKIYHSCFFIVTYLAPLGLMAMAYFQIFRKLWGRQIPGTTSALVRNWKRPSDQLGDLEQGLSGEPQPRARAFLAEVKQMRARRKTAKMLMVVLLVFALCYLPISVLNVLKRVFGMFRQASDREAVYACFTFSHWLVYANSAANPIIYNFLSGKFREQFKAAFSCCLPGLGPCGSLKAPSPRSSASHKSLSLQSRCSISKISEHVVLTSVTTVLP
# STK33 kinase inh = human STK33 kinase inhibition; Q9BYT3; purified STK33, MBP phosphorylation, ADP-Glo luminescence; inhibition, % at 10 µM; hit rate 0.073% among 320,000; AID 2661;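 active = inhibition at or above 25%, using the most active replicate where run in duplicate; inactive = inhibition below 25%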
# Target sequence (Q9BYT3 whole entry, looked up): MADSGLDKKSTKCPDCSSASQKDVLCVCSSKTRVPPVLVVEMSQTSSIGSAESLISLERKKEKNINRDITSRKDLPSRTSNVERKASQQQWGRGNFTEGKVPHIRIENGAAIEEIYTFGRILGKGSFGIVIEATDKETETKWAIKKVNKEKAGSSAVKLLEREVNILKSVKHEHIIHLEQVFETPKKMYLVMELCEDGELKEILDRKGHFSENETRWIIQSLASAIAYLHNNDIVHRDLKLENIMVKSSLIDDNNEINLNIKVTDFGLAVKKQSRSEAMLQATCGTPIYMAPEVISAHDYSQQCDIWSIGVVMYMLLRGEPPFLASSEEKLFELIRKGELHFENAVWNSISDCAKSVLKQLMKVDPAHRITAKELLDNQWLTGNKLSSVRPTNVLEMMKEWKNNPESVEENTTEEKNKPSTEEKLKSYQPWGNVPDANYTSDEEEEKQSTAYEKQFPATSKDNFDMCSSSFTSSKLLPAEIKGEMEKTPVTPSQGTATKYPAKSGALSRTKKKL
# * hit, by the source's call; · = no result given.
SMILES,OX1R antag,STK33 kinase inh
O=C(NNC(=O)c1ccccc1F)C1=NN(c2ccccc2)C(=O)CC1,5,0.5
C(=N\N1CCOCC1)/c1ccsc1,14,-1.5
COc1ccc(C(=O)NC(C)c2nnc(SCC(=O)Nc3nc4ccccc4s3)n2C)cc1 (stereo unspecified),7,2.0
CC1CN=C(N(C(=O)Nc2ccccc2)C(C)c2ccccc2)S1 (stereo unspecified),0,-2.0
CCCCC/C=C\C/C=C\C/C=C\CCCCC(=O)O,9,-1.6
COc1ccc(Br)cc1CN(C)C(=O)C1CC(=O)N(C2CCCC2)C1 (stereo unspecified),8,-1.6
COc1ccc2nc(-c3ccccc3)[nH]c2c1,18,4.6
COc1cccc(CNC(=O)COC(=O)c2c(C)nn(-c3ccccc3)c2Cl)c1,9,-2.8
COc1ccccc1/C(O)=C(\C#N)c1nc2ccccc2[nH]1,32,-0.8
COc1ccc(C(=O)Nc2ccc(C)c(S(=O)(=O)N3CCCCCC3)c2)cc1,26,-1.3
C=CCn1c(SCC(=O)Nc2ccc(N(C)C)cc2)nnc1-c1cccc(C)c1,67,-2.0
O=C(COC(=O)c1cc(NS(=O)(=O)c2cccs2)ccc1O)Nc1ccccc1,73*,-1.4
O=C(c1ccco1)N1CCCN(C(=O)c2ccco2)CC1,5,-0.1
COc1ccc(C(=O)NC(=S)NCC2CCCO2)cc1 (stereo unspecified),7,-4.2
Cc1[nH]n(-c2ccccc2)c(=O)c1C(=O)c1ccc(Cl)cc1,18,-1.1
O=C(c1ccccc1Oc1ccccc1)N1CCN(c2ccccc2)CC1,32,5.5
O/N=C/c1cc(Br)ccc1OCc1ccc(F)cc1,17,0.4
Cc1cc(C)c2c3c(sc2n1)C(=O)N(Cc1ccccc1)CC(=O)N3,16,2.8
COc1ccc(N=C2SCC(=O)N2CCc2ccc(OC)c(OC)c2)cc1,15,-0.8
Cc1ccc2c(c1)c1c3n2CCN(CCC(=O)O)C3CCC1 (stereo unspecified),6,-1.4
CCCOc1ccccc1/C=C1\SC(N)=NC1=O,·,-0.5
O=C(O)c1ccc(S(=O)(=O)NC2CCCc3ccccc32)cc1 (stereo unspecified),4,-1.2
CC(C)(C)c1cc[n+](-c2[nH]c(=O)sc2/C=N/N=C(\[O-])c2cccnc2)cc1,58*,0.0
CCN1/C(=C/c2ccc3ccccc3[n+]2CC)C=Cc2ccccc21,100*,9.0
O=C(CSc1n[nH]c(-c2cccs2)n1)N1CCCc2ccccc21,18,-1.5
Cc1ccc(S(=O)(=O)CCC(=O)Oc2ccc(-c3nnco3)cc2)cc1,11,-0.5
CCN(C(=O)CN1CCN(c2cccc(C(F)(F)F)c2)CC1)c1c(N)n(Cc2ccccc2)c(=O)[nH]c1=O,28,0.2
CCCCCCSc1ccc([C@@H]2[C@@H]3C(=O)N(C)C(=O)[C@@H]3[C@]3(C(=O)OC)CCCCN23)cc1,8,-4.7
COC(=O)NC(=S)Nc1ccc(Oc2ccc(Cl)cc2)c(Cl)c1,2,-1.9
O=C(O)c1ccc2oc(=O)c(S(=O)(=O)c3ccc(F)cc3)cc2c1,7,-0.6
COc1ccc(S(=O)(=O)NC2(C(F)(F)F)NC(=O)N(CCc3ccccc3)C2=O)cc1 (stereo unspecified),19,-1.3
CCOC(=O)Cn1c(=O)oc2cc(S(=O)(=O)N3CCCC(C)C3)ccc21 (stereo unspecified),18,-1.2
O=S(=O)(/N=C(/Nc1ccc(Cl)cc1Cl)c1ccccc1)c1cccs1,1,-0.3
CN(C(=O)c1nn(C)c2c1CS(=O)(=O)c1ccccc1-2)c1cccc(Cl)c1,8,-0.6
CN1CCN(c2ccc([N+](=O)[O-])cc2C(=O)c2ccc(Cl)cc2)CC1,17,-0.7
C=CCNC(=O)Nc1ccc(F)cc1F,2,-3.9
Cc1nc(-c2ccc(S(=O)(=O)Nc3ccc(Br)cc3Cl)s2)cs1,16,4.7
COc1ccc(OC)c(CN2C(=O)CCC2(C)C(=O)NC2CCCCCC2)c1 (stereo unspecified),14,-0.1
CCCN1C(=O)N(c2cccc(C)c2)C(C)(O)CC1(C)C (stereo unspecified),5,-0.6
O=S(=O)(c1ccc2ccccc2c1)N1CCC(c2nc(-c3ccncc3)no2)CC1,20,-1.3
Cn1ccnc1-c1nc2ccccc2[nH]c1=O,19,-1.2
Cc1nccn1CCCN1C(=O)CNC1=S,1,-0.7
O=C1NC2(CCCCC2)C(=O)N1CCS(=O)(=O)Oc1ccccc1,17,-1.7
COc1ccc(-c2nc(CSCC(=O)N3CCc4ccccc4C3)c(C)o2)cc1OC,26,-1.2
CCn1c(CNc2ccc(Cl)cc2)nnc1SCc1ccc(Cl)cc1,14,-0.6
COc1cc(C)c(C(C)C)cc1S(=O)(=O)N1CCN(C)CC1,2,1.1
CCCC(C)C(=O)Nc1ccccc1C(=O)OCC (stereo unspecified),16,-0.2
O=C(OCC(=O)N1CCCC1)c1ccccc1OCc1ccccc1,14,0.0

# An excerpt from above in order of length of the SMILES, high to low:
SMILES,OX1R antag,STK33 kinase inh
COc1ccc(-c2nc(CSCC(=O)N3CCc4ccccc4C3)c(C)o2)cc1OC,26,-1.2
COc1ccc(OC)c(CN2C(=O)CCC2(C)C(=O)NC2CCCCCC2)c1 (stereo unspecified),14,-0.1
Cc1nc(-c2ccc(S(=O)(=O)Nc3ccc(Br)cc3Cl)s2)cs1,16,4.7
O=C1NC2(CCCCC2)C(=O)N1CCS(=O)(=O)Oc1ccccc1,17,-1.7
COc1cc(C)c(C(C)C)cc1S(=O)(=O)N1CCN(C)CC1,2,1.1
CCCC(C)C(=O)Nc1ccccc1C(=O)OCC (stereo unspecified),16,-0.2
Cn1ccnc1-c1nc2ccccc2[nH]c1=O,19,-1.2

# Later entries:
SMILES,OX1R antag,STK33 kinase inh
O=C(CN1C(=O)NC2(CCc3ccccc32)C1=O)c1ccc(Cl)cc1 (stereo unspecified),16,-1.0
Cc1ccc(-c2c(C)sc3nc[nH]c(=O)c23)cc1C,3,0.6
COc1ccc(C(CCO)NC(=O)c2cccs2)cc1OC (stereo unspecified),22,-1.7
Cc1ccccc1-n1ccnc1SCC(=O)Nc1cccc(S(=O)(=O)NC2=NCCC2)c1,19,-1.0
O=C1COc2ccc(S(=O)(=O)NCc3ccccc3)cc2N1,11,0.5
Cc1cccnc1NC(=O)c1ccc(S(=O)(=O)N2CC(C)OC(C)C2)cc1 (stereo unspecified),27,-1.7
Cn1cccc1C(=O)NS(=O)(=O)c1ccccc1Cl,2,0.1
O=c1nc2c(-c3ccccc3F)n[nH]n2c2ccccc12,9,-2.3
Cc1ccc2[nH]c(=O)c3cc(C(=O)N(C)C4CCCCC4)sc3c2c1,17,0.1
O=C(/C=C/c1ccco1)Nc1cccnc1Cl,4,1.2
O=C(O)C1CCCCC1C(=O)Nc1ccc(Cl)cc1Cl (stereo unspecified),1,-1.9
CNC(=O)c1ccc(NC(=O)c2cc(S(=O)(=O)N3CCOCC3)ccc2N2CCCC2)cc1,7,-0.9
Cc1oc2c(CN3CCOCC3)c(O)ccc2c(=O)c1-c1ccc(Br)cc1,-7,-0.9
COC(=O)c1ccccc1NC(=O)NN1CCN(C)CC1,4,0.1
Cc1cc(C)cc(N2C(=O)CC(n3ccnc3)C2=O)c1 (stereo unspecified),16,0.5
COc1ccc(CCNS(=O)(=O)c2ccc(OC)cc2)cc1,26,-0.7
Cc1nn2c(NCCCN(C)C)c3c(nc2c1-c1ccccc1)CCC3,10,-1.3
CCN(CC)CCN(C(=O)c1ccccc1OC)c1nc2ccc(F)cc2s1,8,-0.6
COc1ccc2nc3c(nc2c1)CCCC3,-2,-1.3
O=C(O)c1ccc(-n2nnnc2SCc2ccccc2F)cc1,9,-0.5
Cc1ccc(S(=O)(=O)NNC(=O)c2sc(=S)n(C)c2C)cc1,12,-2.2
CCOC(=O)c1c(/N=C/C2=C(O)CC(C)(C)CC2=O)sc(C(C)=O)c1C,18,0.4
CC(C(=O)O)c1ccc(CC2CCCC2=O)cc1 (stereo unspecified),3,-0.1
CCOC(=O)CCCSc1nc2sc(C)c(C)c2c(=O)[nH]1,18,0.5
Cc1[nH][nH]c(=O)c1N=Nc1ccc(Cl)cc1,14,-1.3
O=C(N/N=C/c1cn[nH]c1-c1ccc(F)cc1)c1ccncc1,4,0.2
CCc1ccc(N(CC(=O)N2CCCCCC2)S(C)(=O)=O)cc1,9,0.0
O=C(NCCN1CCN(C(=O)c2ccc([N+](=O)[O-])cc2)CC1)C(=O)NCc1ccccc1,5,-2.3
CN1CCC(N(C)S(=O)(=O)c2ccc(NC(=O)COc3ccc(Br)cc3Cl)cc2)CC1,3,0.0
COC(=O)c1cc(S(=O)(=O)NCc2ccccc2)c[nH]1,4,1.3
O=C(COc1nsnc1N1CCOCC1)Nc1ccc(Cl)cc1,14,-1.1
COCc1cc(=O)[nH]c(=S)[nH]1,7,-3.1
COCC(=O)N(C)c1nnc(-c2cnc(C)cn2)s1,52,0.6
Cc1cccc(NC(=O)N(Cc2cc3cc(C)ccc3[nH]c2=O)CC2COCCO2)c1 (stereo unspecified),2,·
S=c1[nH]nc(Cc2ccccc2)n1Cc1ccco1,5,-1.7
O=C(CSCc1ccc(Cl)cc1)Nc1ccc(O)cc1C(=O)O,-13,-0.1

# Taken from above.
# O=C(N/N=C/c1cn[nH]c1-c1ccc(F)cc1)c1ccncc1 – STK33 kinase inh: 0.2
# O=C(COc1nsnc1N1CCOCC1)Nc1ccc(Cl)cc1 – OX1R antag: 14
# S=c1[nH]nc(Cc2ccccc2)n1Cc1ccco1 – OX1R antag: 5
# Cc1[nH][nH]c(=O)c1N=Nc1ccc(Cl)cc1 – STK33 kinase inh: -1.3

# More records:
SMILES,OX1R antag,STK33 kinase inh
CCC1(CC)NC(=O)N(CC(=O)OCC(=O)Nc2ccccc2OC(F)F)C1=O,5,0.2
Cc1c(NC(=S)NC(=O)c2cccc([N+](=O)[O-])c2)c(=O)n(-c2ccccc2)n1C,17,0.2
Cc1csc(OCc2ccc(C#N)cc2)n1,17,-0.9
COc1ccc(C(=O)NNC2=NC(C)(C)Cc3cc(C)c(C)cc32)cc1,10,-1.3
O=C(NCCc1ccc(Cl)cc1)c1nnc(Cc2ccc(Cl)cc2)o1,9,-0.9
O=C(COC(=O)CNC(=O)c1ccccc1Cl)Nc1ncc(C(F)(F)F)cc1Cl,-10,-1.2
CN(CC(O)COCc1cccs1)C1CCCCC1 (stereo unspecified),5,-1.5
COc1ccc(C(C)(C)C)cc1NC(=O)CCNC(=O)c1ccco1,13,-1.3
O=C(C(Cc1ccccc1)n1cccc1)N1CCN(c2ccccc2)CC1 (stereo unspecified),0,0.9
COc1ccc2[nH]cc(CCn3ccc(O)c(C/C=C/c4ccccc4)c3=O)c2c1,34,-1.3
CN1C(C(=O)NCc2cccc(Br)c2)CC2Cn3c(nc4ccccc43)C21 (stereo unspecified),23,-0.2
O=C(NCc1ccc(Cl)cc1)C1CCN(S(=O)(=O)c2cccc3nonc23)CC1,14,0.7
CS(=O)(=O)N1CCCC(C(=O)NCc2cccs2)C1 (stereo unspecified),8,-1.0
COc1ccc(CCn2c(=N)c(C(=O)NC3CCCCC3)cc3c(=O)n4ccccc4nc32)cc1,13,1.4
O=C(c1ccc2snnc2c1)N1CCSCC1,11,-3.7
CC(C)C(NC(=O)c1ccc(C(C)(C)C)cc1)C(=O)NC1=NCCS1 (stereo unspecified),5,-2.9
Cc1c(N(C)C(=O)C2CCCN2S(=O)(=O)c2ccccc2)c(=O)n(-c2ccccc2)n1C (stereo unspecified),8,-0.8
O=C1c2ccccc2NC(c2ccc(Br)s2)N1O (stereo unspecified),8,-1.7
Cc1nc2ccccc2c(C)c1CC(=O)N(C)CC(=O)Nc1cccc(F)c1,14,-1.2
COC(=O)c1ccc(C(=O)OC)c(NC(=O)COC(=O)C23CC4CC(CC(O)(C4)C2)C3)c1,10,-0.6
CC(C)CC(c1nnnn1C(C)C)N1CCN(C(=O)c2ccco2)CC1 (stereo unspecified),15,-0.2
N/C(=N\OC(=O)Cc1cccs1)c1ccc([N+](=O)[O-])cc1,12,·
Cc1cc(C(=O)CN(Cc2ccc(F)cc2)S(=O)(=O)c2ccc3c(c2)OCCO3)c(C)n1C,9,-0.6
CCOc1cc(NC(=O)C2CC2)c(OCC)cc1NC(=O)c1cc(OC)c(OC)c(OC)c1,16,-0.2
O=C(NC(Cc1ccccc1)C(=O)O)C1CCCCC1 (stereo unspecified),13,-1.2
Cc1nn(Cc2ccc(Cl)cc2)c(C)c1NC(=O)c1noc2c1CCc1ccccc1-2,6,0.8
C=CCOC(=O)c1ccc(N2CCN(c3ccccc3)CC2)nc1,3,-0.2
Cc1ccc(S(=O)(=O)N(C)c2c(C)ccc(S(N)(=O)=O)c2C)cc1,9,-1.8
CCOc1ccc(/C(O)=C2\C(=O)C(=O)N(CCOCCO)C2c2ccccc2OC)cc1 (stereo unspecified),11,-0.9
Cc1ccc(NC(=O)CN(C)C(=O)COC(=O)[C@@H](NC(=O)c2ccccc2F)C(C)C)cc1,7,0.7
Cn1c(=O)oc2cc(S(=O)(=O)NC3CCCCCCC3)ccc21,14,-0.8
O=c1c(Cl)c(NCC2CCCO2)cnn1C12CC3CC(CC(C3)C1)C2 (stereo unspecified),12,-0.5
O=C(N/N=C/c1ccc([N+](=O)[O-])o1)c1cn(-c2ccccc2)nc1-c1ccccc1,11,5.5
Cc1cc(C)cc(Oc2coc3cc(O)ccc3c2=O)c1,24,-0.9
CCC1(CC)Cc2ccccc2-c2nc(CN(C)C)[nH]c(=O)c21,5,-0.9
COc1ccc(-c2c(C(F)(F)F)oc3cc(OCC(=O)Nc4ccccc4C(F)(F)F)ccc3c2=O)cc1OC,9,-1.0
